AmpC inh det: inhibitors of E. coli AmpC beta-lactamase with detergent | P00811 | AID 584 | purified AmpC, nitrocefin hydrolysis with detergent | Potency, µM (highest dose often 28.7 µM), without a hit: at the highest dose activity change, negative = inhibition | 0.09% of 71,000 active; active = well fitted curve in the direction sought with a large enough effect
Target sequence (P00811 whole entry, looked up): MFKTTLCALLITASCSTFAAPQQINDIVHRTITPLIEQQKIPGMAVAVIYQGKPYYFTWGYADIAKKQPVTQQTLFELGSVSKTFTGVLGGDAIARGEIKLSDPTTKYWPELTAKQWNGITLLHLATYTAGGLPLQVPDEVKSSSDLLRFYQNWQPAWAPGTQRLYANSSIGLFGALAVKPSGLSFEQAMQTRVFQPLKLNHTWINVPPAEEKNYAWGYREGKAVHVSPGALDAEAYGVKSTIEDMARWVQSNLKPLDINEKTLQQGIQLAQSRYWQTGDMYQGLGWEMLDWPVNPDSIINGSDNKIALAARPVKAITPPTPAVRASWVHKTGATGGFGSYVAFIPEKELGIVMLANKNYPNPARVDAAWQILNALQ
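E. coli AmpC (5.3 nM) in 20 mM phosphate pH 7.0 with 0.01% Triton X-100, preincubated 15 min RT with compound; nitrocefin (2 uL of 800 uM stock) hydrolysis followed by 480 nm absorbance every 20 s over 4 min.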
Numbers without * were called inactive; [ ] = dose if it differs, or a comment. % is set by controls: 0 for no effect and ±100 for the full control effect; potency is the fitted concentration of half-maximal effect. An excerpt, so the mix of outcomes need not match the whole.

nr	compound	AmpC inh det
1	COc1ccc(C)cc1-n1nnnc1SCn1nnc2ccccc2c1=O	12%
2	O=c1c(-c2ccc(F)cc2)coc2c3c(ccc12)OCCO3	1%
3	N=c1c2c(-c3ccccc3)c(-c3ccccc3)oc2ncn1CCCN1CCOCC1	-1%
4	O=C(Cc1cn2ccsc2n1)OCc1nc2ccccc2s1	-1%
5	Cc1ccc2cc(CN(Cc3cccs3)C(=O)c3ccco3)c3nnnn3c2c1C	20%
6	COC(=O)C(C(=O)NCC1CCCO1)C1CCCCCC1 (stereo unspecified)	-5%
7	COc1cc(Cl)ccc1NC(=O)COc1ccccc1C(=O)N1CCN(c2ccc(O)cc2)CC1	-4%
8	O=S(=O)(Cc1ccccc1)N1CCC(c2nc(-c3cccs3)no2)CC1	-1%
9	COc1cccc(-c2nnc(SCC(=O)N3CC(C)CC(C)C3)o2)c1 (stereo unspecified)	3%
10	CCCOC(=O)c1c(N)sc2c1CCC2	6%
11	Cc1ccccc1-c1nnc(SCc2ccccc2F)o1	-1%
12	CN(C)c1nc(-c2ccccc2)c2cnn(Cc3ccccc3)c2n1	9%
13	O=c1c(-c2ccc(F)cc2)nc2cncnc2n1-c1ccccc1	-1%
14	CCCCOc1ccc(CN2CCCCC2)cc1	5%
15	CN(C)C(=O)COc1ccc2cc(-c3ccccc3)c(=O)oc2c1	-3%
16	O=C(CSc1nccn1-c1ccccc1)N1CCc2ccccc21	-7%
17	COc1ccc(OCC(=O)Nc2ccc(C)cc2)cc1	17%
18	O=C(OCCN1C(=O)c2ccccc2C1=O)c1cc(S(=O)(=O)N2CCOCC2)ccc1F	6%
19	CCC(OC(=O)c1cc2sccc2n1C)C(=O)NCc1ccco1 (stereo unspecified)	1%
20	CCCCC(=O)Nc1nnn(CCC)n1	-3%
21	CCOc1ccc(OCC)c(NC(=O)CN2CCN(c3cccc(C)c3C)CC2)c1	-1%
22	Cc1nnc(SCCn2c(N3CCCC(C)C3)nc3c2c(=O)[nH]c(=O)n3C)s1 (stereo unspecified)	-1%
23	COc1cc(CNC(=O)CCCC/C=C\C(C)C)ccc1O	-8%
24	CC1CCN(c2nc3c(c(=O)n(C)c(=O)n3C)n2CCSc2ncccn2)CC1	24%
25	Cc1ccc(-n2c(=O)[nH]c3c(C(N)=O)nc(-c4ccc(C)o4)nc32)cc1	14%
26	CC(C)(c1ccccc1)c1ccc(O)cc1	11%
27	O=C(NC1CCCCC1)c1cnn2c(C(F)(F)F)cc(-c3ccco3)nc12	-6%
28	COC(=O)CCCCCN1C(=O)NC(c2ccc(-c3ccccc3)cc2)C(C(=O)OCc2ccccc2)=C1C (stereo unspecified)	15%
29	O=C(NCCc1ccccc1)C1CCCN(S(=O)(=O)c2cccc3nonc23)C1 (stereo unspecified)	0%
30	COc1cccc(-c2nnc(SCCC(=O)O)n2C)c1	5%
31	FC(F)(F)c1cc(-c2ccco2)nc(NCc2ccco2)n1	16%
32	Cn1cnnc1SCC(=O)Nc1sc2c(c1C(N)=O)CCC2	-8%
33	CCOc1c(S(=O)(=O)N2CCCC2)ccc(Cl)c1Cl	-4%
34	CC(=O)N1c2c(cc(Br)cc2S(=O)(=O)NCc2ccc3c(c2)OCO3)CC1C (stereo unspecified)	-4%
35	Cc1ccc(S(=O)(=O)CCc2ccccn2)cc1	-6%
36	CSc1n[nH]c(NC2=CC(=O)CCC2)n1	-2%
37	Cc1cc(C(F)F)n2ncc(C(=O)N3CCc4ccccc4C3)c2n1	-8%
38	C=C1c2c(Cl)ccc(O)c2C(O)=C2C(=O)[C@@]3(O)C(O)=C(C(N)=O)C(=O)[C@@H](N(C)C)[C@@H]3[C@@H](O)[C@H]12	-4%[12.8 µM]
39	CCOc1ccc(NC(=O)N2CCC(n3c(=O)[nH]c4ccccc43)CC2)cc1	8%
40	CC(C)CC1(C(=O)O)C=CCN1C(=O)c1ccccc1 (stereo unspecified)	12%
41	COCc1cc(=O)n2[nH]c(-c3cccc(Br)c3)cc2n1	4%
42	CC(C)CNS(=O)(=O)c1ccc(S(=O)(=O)N2CCCN(Cc3ccccc3)C2)cc1	12%
43	CNc1nc(SCC(=O)OC)nc(N2CCOCC2)n1	-4%
44	Cn1c(SCCOc2ccccc2Cl)nnc1-c1ccncc1	3%
45	O=C1CC(c2ccncc2)c2cc3c(cc2N1)OCCO3 (stereo unspecified)	-1%
46	Cc1sc2ncn(CC(=O)NCC(=O)N3CCC4(CC3)OCCO4)c(=O)c2c1C	-3%
47	COC(=O)c1ccccc1NC(=O)C1CC(=O)N(C2CCCCC2)C1 (stereo unspecified)	-3%
48	CCCn1c(-c2ccc(F)cc2)nc2c(NC3CCN(Cc4ccccc4)CC3)nc(C)nc21	9%
49	O=C1C(=O)N(CCO)C(c2ccccc2)/C1=C(\O)c1ccccc1 (stereo unspecified)	10%
50	Cc1ccccc1NC(=O)C1CCN(c2cnccn2)CC1	21%
51	COc1c(C(C)(C)C)cc([N+](=O)[O-])c(C)c1[N+](=O)[O-]	9%
52	O/N=C1/C(=C\c2ccccc2)N2CCC1CC2	-2%
53	O=c1cc(-c2ccccc2)nc(N2CCN(Cc3ccc4c(c3)OCO4)CC2)[nH]1	-6%
54	CC(C)(C)c1c2c(c(C(C)(C)C)c3c1OCN(Cc1ccccc1)C3)OCN(Cc1ccccc1)C2	-5%[5.75 µM]
55	Nc1c(Br)cc([N+](=O)[O-])cc1[N+](=O)[O-]	8%
56	O=P(CN1CCN(c2ccccc2)CC1)(N1CCCCC1)N1CCCCC1	11%

Next compounds follow.
nr	compound	AmpC inh det
57	FC(F)(F)c1nc2ccc(SSc3ccc4nc(C(F)(F)F)[nH]c4c3)cc2[nH]1	-4%[5.75 µM]
58	CCCCC(CC)Cn1c(N)c(C#N)c2nc3ccccc3nc21 (stereo unspecified)	8%
59	CCOC(=O)N1CCC(Nc2ncnc3c2cnn3-c2ccc(C)cc2C)CC1	12%
60	C=CCC(NCc1ccccc1)c1ccco1 (stereo unspecified)	-3%
61	Cc1c(-c2ccccc2)sc(N)c1C(=O)N1CCOCC1	-3%
62	COC(=O)CN(n1cnnc1)S(=O)(=O)c1ccccc1	9%
63	CCOC(=O)CC1(CC(=O)OCC)NC(=O)c2c(C)sc(C(=O)OCC)c2N1	-2%
64	Nc1nc2c(ncn2[C@H]2CC[C@@H](CO)O2)c(=O)n1C(=O)c1ccccc1	-2%[5.75 µM]
65	COc1ccc(-n2c(=O)cnc3cnc(N4CCOCC4)nc32)cc1	-2%
66	O=C(O)C1C2C=CC(C2)C1C(=O)NCCc1ccccc1 (stereo unspecified)	-1%
67	c1cncc(-c2cc(-n3ccnc3)ncn2)c1	6%
68	CCCS(=O)(=O)N1CCCC(C(=O)NCc2ccc3c(c2)OCO3)C1 (stereo unspecified)	-2%
69	COCCNC(=O)Cn1nc(C(F)(F)F)c(Cl)c1C	-2%
70	CCCCN(C)CCCNC(=O)C1CC(=O)N(Cc2ccc(OC)cc2)C1 (stereo unspecified)	-4%
71	CCOC(=O)C1=C(C)NC(=O)C(C#N)C1c1ccncc1 (stereo unspecified)	-3%
72	COC(=O)c1ccccc1N1C(=O)C2C(C1=O)C1C=CC2C12CC2 (stereo unspecified)	1%
73	COC(=O)c1c(NC(=O)c2ccc(S(=O)(=O)N3CCOCC3)cc2)sc2c1CCN(C)C2	-3%
74	Cc1c(=O)n(OCc2ccccc2)c2ccccc2[n+]1[O-]	-1%
75	COc1ccc(-c2nnc(SCC(=O)Nc3ccc(Cl)cc3)n2C)cc1	-4%
76	COc1cc2c(cc1NC(=O)COC(=O)Cn1cnc3ccccc31)oc1ccccc12	0%
77	O=C(NC1CCCCC1)C(c1ccco1)N(Cc1cccnc1)C(=O)C1COc2ccccc2O1 (stereo unspecified)	7%
78	C=CCN(CC=C)C(=O)Nc1cc(Cl)ccc1OC	-7%
79	CC(=O)c1c(N2CCOCC2)nc(=S)n(-c2cc(C)ccc2C)c1C	-2%
80	COc1ccccc1NC(=O)c1cc2ccc(O)cc2o/c1=N\O	-1%
81	Cc1ccccc1S(=O)(=O)Cc1ccc(C(=O)NCCCOC(C)C)o1	-4%
82	CCCCC(C=O)NC(=O)C(CC(C)C)NC(=O)OCc1ccccc1 (stereo unspecified)	-1%
83	C[C@@]12CC[C@H](O[C@@H]3O[C@H](CO)[C@@H](O)[C@H](O)[C@@H]3O)C[C@@H]1CC[C@H]1[C@H]2CC[C@@]2(C)[C@@H](C3=CCOC3=O)CC[C@]12O	-4%[5.75 µM]
84	CCOc1ccc(OCC)c(NC(=O)C2CCCN2S(=O)(=O)c2cccc3cccnc23)c1 (stereo unspecified)	5%
85	CCOc1ccccc1-n1nnnc1SCC(=O)Nc1cc(C)on1	-8%
86	CCCc1cc(=O)[nH]c(SCC(=O)NC(=O)c2ccccc2)n1	-2%
87	Cc1cc2nsnc2c(S(=O)(=O)NCC(=O)O)c1C	0%
88	Cn1cccc1C(=O)N1CCC2(CC1)CCN(c1cccc(-c3ccccc3)c1)CC2	-3%
89	COc1ccc(N(CC(O)Cn2nnc3ccccc32)S(=O)(=O)c2ccc(C)cc2)cc1 (stereo unspecified)	-2%
90	COc1cccc(N2CCN(CC(=O)Nc3nnc(-c4ccccc4)s3)CC2)c1	4%
91	COc1cc(NC(=O)c2ccc(COCC(F)(F)F)o2)cc(OC)c1OC	9%
92	CC(NC(=O)c1cn(C)c2ccc(S(=O)(=O)N3CCCC3)cc2c1=O)c1ccc2c(c1)OCCO2 (stereo unspecified)	-3%
93	CN=C1SC(CC(=O)Nc2ccc(N3CCOCC3)cc2)C(=O)N1C (stereo unspecified)	0%
94	CCn1c2ccccc2c2nnc(SCc3ccc(C(=O)OC)o3)nc21	11%
95	CC(C)(C)C1=C(C#N)C(c2ccc3c(c2)OCO3)C(C#N)=C(N)O1 (stereo unspecified)	3%
96	CCOC(=O)C1CCN(CC(=O)Nc2c(C(=O)OC)[nH]c3ccc(Cl)cc23)CC1	-3%
97	COc1cccc(-c2ccc(=O)n(CC(=O)NCCN3CCOCC3)n2)c1	2%
98	CCCc1nnc(SCC(=O)Nc2ccc(OCC)cc2)n1N	-1%
99	Cc1nnc(NC2=NCCC2)o1	-1%
100	O=C(NCCCN1CCCC1=O)c1cccc(N2CCCC2=O)c1	-1%
101	COc1ccccc1N=C(C)C1=C(O)CSC1=O	0%
102	Cc1c(C(=O)N2CCN(C)CC2)oc2ccc(S(=O)(=O)N3CCOCC3)cc12	-3%
103	CC(=O)N1C(C(=O)O)CSC1c1ccc(C)cc1 (stereo unspecified)	10%
104	COc1cc(C(c2sc3nc(C)nn3c2O)N2CCc3ccccc3C2)cc(OC)c1OC (stereo unspecified)	11%

Filtered by structure, the entries above containing an NH in an aromatic ring
nr	compound	AmpC inh det
22	Cc1nnc(SCCn2c(N3CCCC(C)C3)nc3c2c(=O)[nH]c(=O)n3C)s1 (stereo unspecified)	-1%
25	Cc1ccc(-n2c(=O)[nH]c3c(C(N)=O)nc(-c4ccc(C)o4)nc32)cc1	14%
36	CSc1n[nH]c(NC2=CC(=O)CCC2)n1	-2%
39	CCOc1ccc(NC(=O)N2CCC(n3c(=O)[nH]c4ccccc43)CC2)cc1	8%
41	COCc1cc(=O)n2[nH]c(-c3cccc(Br)c3)cc2n1	4%
53	O=c1cc(-c2ccccc2)nc(N2CCN(Cc3ccc4c(c3)OCO4)CC2)[nH]1	-6%
57	FC(F)(F)c1nc2ccc(SSc3ccc4nc(C(F)(F)F)[nH]c4c3)cc2[nH]1	-4%[5.75 µM]
86	CCCc1cc(=O)[nH]c(SCC(=O)NC(=O)c2ccccc2)n1	-2%
96	CCOC(=O)C1CCN(CC(=O)Nc2c(C(=O)OC)[nH]c3ccc(Cl)cc23)CC1	-3%

(more compounds)
nr	compound	AmpC inh det
105	Cc1ccc(S(=O)(=O)c2c(C)nn(C(C)(C)C)c2OC(=O)c2ccco2)cc1	-3%
106	O=C(CCSc1nnc(-c2ccncc2)o1)Nc1ccccc1	-3%
107	CC1(C)COCN1COC1CCCCC1	-1%[5.75 µM]
108	O=C(COC(=O)c1ccc(Br)c(S(=O)(=O)N2CCOCC2)c1)NCC1CCCO1 (stereo unspecified)	-1%
109	CCN(CC)CCOC(=O)c1cccc(Cl)c1	-2%
110	Brc1c(CSc2nncn2-c2ccccc2)nc2ncccn12	14%
111	COc1cccc(Cn2c(=O)c(CCc3ccccc3)nc3cnc(OC)nc32)c1	-2%
112	C[C@H](CO)NC(=O)[C@H](C)[C@@H]1C[C@@]1(C)[C@@H](NC(=O)OCc1ccccc1)c1ccccc1	-1%
113	COc1ccc(-c2nsc(SCC(=O)Nc3cc(C)on3)n2)cc1	0%
114	Cc1cccc(NCC(O)Cn2cnc3c2c(=O)n(C)c(=O)n3C)c1 (stereo unspecified)	-2%
115	COc1cc(/C=C\C(=O)N2CCC=CC2=O)cc(OC)c1OC	0%[12.8 µM]
116	C=C(C)Cn1c(=O)c2c(nc3n2CCN3c2cccc(Cl)c2C)n(C)c1=O	-2%
117	CCc1c(O)nc(SCC(=O)Nc2ccc(C)cc2)n(C2CCCCC2)c1=O	-1%
118	CC(C)(C)NS(=O)(=O)c1ccc(CCC(=O)N2CCCCC2)cc1	-5%
119	CCOC(=O)c1cnc(N2CCOCC2)[nH]c1=O	-3%
120	Cc1cc(N)c(-n2cc3c(=O)n(C)c(=O)n(C)c3c2)cc1C	-2%
121	COc1ccc(Cn2nnnc2C(C(C)C)N2CCN(c3ccccc3OC)CC2)cc1 (stereo unspecified)	13%
122	COCc1cc(C)nc(Nc2cc(C)ccc2C)c1C#N	7%
123	O=C(CSCc1ccccc1)N1CCN(Cc2ccc3c(c2)OCO3)CC1	11%
124	CC(Cc1ccccc1)C(=O)N(C)Cc1ccccc1 (stereo unspecified)	12%
125	O=C(c1cccs1)n1cc(C(=S)N2CCOCC2)c2ccccc21	1%
126	CC1C=Cc2ccccc2N1C(=O)c1ccccc1 (stereo unspecified)	-1%
127	COc1ccccc1CNc1ncncc1-c1ccccc1OC	6%
128	O=C(NCCC1=CCCCC1)c1ccc(Cl)c(S(=O)(=O)N2CCOCC2)c1	-5%

Source: PubChem (National Center for Advancing Translational Sciences (NCATS))
